Bioassay records: PubChem BioAssay, National Center for Advancing Translational Sciences (NCATS)
TGFb SMAD3 inh = inhibitors of TGF-b signaling | HepG2 CAGA-GFP TGF-b/SMAD3 reporter, GFP fluorescence, 18 h; TGF-beta stimulated, 500 pg/mL final | Potency, µM (top dose mostly 46.1 µM), without a hit: at the top dose activity, negative = inhibition, actives largely listed as inhibitors | AID 588855 | hit rate 1.2% among 410,000; also: potency is read from the fitted curve at half-maximal effect; % is scaled to controls: 0 for no effect and ±100 for the full control effect; nearly all actives have a fitted effect of over 65% in size
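HEPG2 CAGA-GFP, 1000 cells/well; 2 h settle, 37 C; cpd via pin tool; TGF-b 500 pg/mL final; 18 h, 37 C; GFP imaging ex488/em500-530; %Activity normalised to -TGF-b and +DMSO controls; CRC fit, curve class.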
CCT modulator = cytosolic chaperonin activity modulation. purified chaperonin ATPase assay, HTRF ADP detection, 30 min. activity change, % (test concentration not listed), hits read low. hit rate 0.3% among 360,000. AID 651819; in the data active = activity change below about -30%; also: % is scaled to controls: 0 for no effect and ±100 for the full control effect
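We incubate TRiC, 40 or 20 nM final, with library compounds at 76 uM and 10 uM ATP for 30 min at 37 °C. ADP formed is detected with Transcreener HTRF reagents after 30 min at room temperature.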
Akt phos inh = blocks phosphorylation of Akt | Neuro2A IGF-stimulated pAkt S473 HTRF, 20 min; stronger effect = lower value | activity change, % for hits at 50 µM | hit rate 0.32% among 360,000 | AID 651550; in the data active = activity change below about -80%; inconclusive = mostly about -51% to -80%; also: % is scaled to controls: 0 for no effect and ±100 for the full control effect
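Neuro2A cells (4,500/well, DMEM with 0.5% FBS) were treated with compound at a single 50 µM final concentration, stimulated with 6 nM IGF for 20 min at 37 °C, and lysed. Phospho-Akt Ser473 was read by HTRF as 665/615 ratio ×10^4.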
Nrf2 activator = activators of Nrf2 (ARE) signaling; hit rate 0.31% among 410,000; Potency, µM (doses to about 46.1 µM), inactives show at the top dose activation, usual class: activators; AREc32 ARE-luciferase reporter (MCF7-derived line), luminescence, 24 h; AID 624171; also: potency is read from the fitted curve at half-maximal effect; % of control where 0% means no effect; nearly all actives have a fitted effect of over 65% in size
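ARE-driven firefly luciferase activity in AREc32 cells measured after a 24 hr compound exposure at 37 deg C, using Steady-Glo reagent and a 30 min room-temperature hold.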
A549 viability = kills or reduces viability of A549 cells in Nrf2 counter-screen; AID 504648; hit rate 0.16% among 390,000; A549 ARE-Fluc cells, CellTiter-Fluor viability, 18-24 h; Potency, µM (doses to about 46 µM), without a hit: at the highest dose activity change, negative = cytotoxicity, most hits filed as inhibitors; also: potency is read from the fitted curve at half-maximal effect; % is scaled to controls: 0 for no effect and ±100 for the full control effect
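A549 ARE_Fluc cells in 5% FBS OPTI-MEM were exposed to compounds in concentration-response for 18-24 h at 37 deg C. Viability was read by CellTiter-Fluor fluorescence (Ex 405/Em 525) after 30 min, before the luciferase read.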
Mm-Cpn inhibitor = inhibitors of Methanococcus maripaludis chaperonin (MmCpn); purified Mm-Cpn ATPase, ADP Transcreener TR-FRET; Potency, µM (doses to about 76.9 µM), for the others: at the top dose activity, negative = inhibition, actives largely listed as inhibitors; hit rate 0.031% among 330,000; also: potency is read from the fitted curve at half-maximal effect; % is scaled to controls: 0 for no effect and ±100 for the full control effect; nearly all actives have a fitted effect of over 80% in size
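Purified archaeal chaperonin (25 nM final) was preincubated with compound for 10 min at 37°C, then ATP (10 uM final) was added for 30 min at 37°C in Tris pH 7.4/KCl/MgCl2/DTT buffer. ADP was quantified by HTRF Transcreener TR-FRET.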
Nrf2 inh = blocks Nrf2 signaling | Potency, µM (titrated, usually from 46 µM), for inactives: at the top dose activity change, negative = inhibition, hits mostly inhibitors | A549 ARE-Fluc reporter, luciferase luminescence, 18-24 h | hit rate 2.1% among 360,000 | AID 504444; also: potency is read from the fitted curve at half-maximal effect; % is scaled to controls: 0 for no effect and ±100 for the full control effect; nearly all actives have a fitted effect of over 60% in size
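Cells were seeded and rested 2 h, then exposed to compounds for 18-24 h. CellTiter-Fluor was read first as a viability measure. BugLite was added 15 min before the final luminescent read of ARE-luciferase activity in A549 cells.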
ATXN viability = viability counter-screen for ATXN expression inhibitors. S2 cells (HEK-293 line with an ATXN2-luciferase reporter) viability, CellTiter-Fluor protease fluorescence, 24 h. Potency, µM (series often up to 56.7 µM), most hits filed as cytotoxic. hit rate 0.49% among 400,000; also: potency is read from the fitted curve at half-maximal effect; nearly all actives have a fitted effect of over 40% in size
HepG2 tox = HepG2 cytotoxicity, counter-screen for TGF-b inhibitors; hit rate 0.76% among 410,000; Potency, µM (doses to about 46.1 µM), for inactives: at the top dose activity change, negative = cytotoxicity, most hits filed as cytotoxic; HepG2 CAGA-GFP viability, ATP luminescence, 18 h; also: potency is read from the fitted curve at half-maximal effect; some results filed as inactive show a strong effect at the top dose
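CellTiter-Glo luminescence gave cytotoxicity after 18 hours at 37 degrees C. The cells were HepG2 CAGA-GFP in 1% FBS DMEM, stimulated with 500 pg/mL TGF-beta after compound addition. %Activity was normalised to no-cell wells (complete cell-killing) and DMSO (no toxicity), and curves were fitted and classified.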
An asterisk follows results filed as active; i = inactive; ? = inconclusive; · = no result given; & = joins results of further samples. Unless noted, calls follow the shape of the dose curve; as a rule, active = well fitted curve in the direction sought with a large enough effect; inconclusive = small, poorly fitted or top-dose-only effect, or another doubt; inactive = no such curve, though single readings can be large; an effect the other way counts as inactive or inconclusive. Random draw from the library. About 4.4% of those tested had a hit in this group.

Each structure is followed by: TGFb SMAD3 inh	CCT modulator	Akt phos inh	Nrf2 activator	A549 viability	Mm-Cpn inhibitor	Nrf2 inh	ATXN viability	HepG2 tox
> COc1ccc(CCNC(=O)c2cc(-c3ccccc3)c(N3CCOCC3)s2)cc1OC
    3%	1.2	i	0.1%	-4%	·	?	?	-3%
> Cc1cccc(CN2CCC(n3nccc3NC(=O)c3ccccc3C)CC2)n1
    -3%	0.3	i	-0.5%	-2%	1%	19%	?	22%
> O=C(NC(=S)Nc1ccc(Cc2ccncc2)cc1)c1ccc(F)cc1
    -11%	0.7	i	4.2%	0%	-1%	5.8µM*	?	-15%
> O=S(=O)(c1cccs1)N1CCN(c2ccc(O)cc2)CC1
    0%	-2.5	i	8.5%	-8%	-1%	?	?	-2%
> Cc1ccc(S(=O)(=O)N2CCN(C(=O)c3nn(C(C)C)c(=O)c4ccccc34)CC2)cc1C
    1%	-0.6	i	-0.4%	1%	0%	·	i	-18%
> Cc1oc2c(cc(NS(=O)(=O)c3ccc(C(C)C)cc3)c3ccccc32)c1C(=O)O
    17%&-12%	0.4	i	0.9%&5.5%	-4%&-2%	1%	-24%&1%	i	2%&-19%
> O=C(CSc1cccc[n+]1[O-])C12CC3CC(CC(C3)C1)C2
    0%	4.2	i	8.7%	-9%	1%	-12%	i	0%
> Cn1c(SCC(=O)NNC(=O)Nc2ccccc2)nnc1-c1ccccc1
    1%	-0.5	i	-1.0%	2%	3%	?	i	-36%
> CN(C(=O)COC(=O)c1ccc(=O)n(Cc2ccccc2)n1)C1CCS(=O)(=O)C1 (stereo unspecified)
    0%	0.7	i	0.1%	0%	0%	23%	i	6%
> O=C(NS(=O)(=O)c1ccc(Cl)s1)c1ccccc1
    10%	0.2	i	-1.0%	-1%	1%	-3%	i	-6%
> Cc1ccc[n+](CC(=O)c2ccc(NC(=O)c3ccccc3)cc2)c1
    7%	-0.8	i	-0.3%	1%	0%	-2%	i	-2%
> Cn1cnc2c(=O)oc3ccc(S(=O)(=O)N4CCN(c5cccc(C(F)(F)F)c5)CC4)cc3c21
    -15%	·	·	-1.0%	16%	·	13%	·	-5%
> O=C(Cn1c(=O)oc2cc(S(=O)(=O)N3CCCC3)ccc21)N1CCN(c2ccccn2)CC1
    1%	-2.5	i	-0.6%	-1%	0%	-10%	i	-40%
> O=C(O)c1ccc(NS(=O)(=O)c2ccc(N3C(=O)CCC3=O)cc2)cc1
    -4%	0.3	i	0.1%	-3%	3%	1%	i	-5%
> CSc1c(CC(=O)Nc2ccc(F)cc2)n(Cc2ccccc2)c2ccccc12
    -19%	-3.9	i	4.1%	2%	-3%	-12%	i	0%
> Cc1ccccc1OCc1nc(-c2ccc(Br)o2)no1
    4%	-2.6	i	3.9%	0%	-2%	?	i	-4%
> COC(=O)c1cc(S(=O)(=O)NCC2CCN(CCc3ccc(OC)cc3)CC2)cn1C
    3%	-3.1	i	0.3%	7%	-1%	5%	i	-3%
> NC(=O)COc1ccccc1/C=C1/SC(=O)N(CC(=O)N2CCc3ccccc3C2)C1=O
    -5%	1.2	i	3.4%	1%	-2%	-3%	i	-25%
> Clc1ccc(SCCOCCN2CCCCCC2)cc1
    3%	0.6	i	-1.9%	1%	1%	2%	i	-23%
> O=C(Cc1cccc(NC(=O)C2CCCN(C(=O)c3ccccc3)C2)c1)Nc1cccc(C(=O)N2CCCCC2)c1 (stereo unspecified)
    -3%	-2.3	i	-0.6%	1%	·	-13%	i	1%
> CN1CCN(C(=O)CCCN2C(=O)/C(=C/c3ccc(Cl)cc3)SC2=S)CC1
    ?	-4.5	i	?	?	0%	?	?	-20%
> CCn1c(C)c(C)c2cc(C(=O)NC3CCCCCC3)ccc21
    -4%	-7.0	i	0.2%	8%	1%	0%	i	-3%
> C(=C\c1ccccc1)/CN1CCN(C(c2cc3ccccc3o2)c2nnnn2Cc2ccccc2)CC1 (stereo unspecified)
    -11%	0.6	i	0.2%	·	·	·	i	-26%
> CCOc1ccc(CNC(=O)CCS(=O)(=O)c2ccc3c(c2)NC(=O)CO3)cc1OC
    7%	0.3	i	-0.1%	-2%	1%	10%	i	1%
> O=C(CNC(=O)c1ccc(Cl)cc1)N/N=C/c1cccnc1
    4%	-2.1	i	-0.5%	-3%	-1%	-13%	i	-9%
> Oc1c(C(c2ccccc2)N2CCCCC2)ccc2ccccc12 (stereo unspecified)
    -1%	0.4	i	3.3%	·	·	·	i	-70%
> COc1ccc(S(=O)(=O)Nc2ccc(C)cc2)cc1N(C)S(=O)(=O)c1ccc(Cl)cc1
    ?	-2.7	i	4.6%	?	2%	18µM*	?	-49%
> CCN(CC(=O)Nc1ccc(S(=O)(=O)N2CCCC2)cc1)CC(=O)Nc1ccccc1C(F)(F)F
    -28%	-1.4	i	4.8%	-5%	1%	-18%	i	-16%
> O=C(CCCOc1ccc(Cl)cc1Cl)n1nnc2ccccc21
    2%	-2.8	i	2.0%	10%	2%	8%	i	5%
> Cc1ccc(C(=O)O/N=C(\N)c2ccc(Br)cc2)cc1
    -3%	1.7	i	4.6%	-2%	-2%	?	i	-4%

New compounds follow.
Each structure is followed by: TGFb SMAD3 inh	CCT modulator	Akt phos inh	Nrf2 activator	A549 viability	Mm-Cpn inhibitor	Nrf2 inh	ATXN viability	HepG2 tox
> C=CCn1c(NC(=O)c2ccc(C)cc2)nc2ccccc21
    15%	-0.8	i	6.8%	0%	-2%	?	i	9%
> CC(=O)OCc1cc(-c2nn(C)c(=O)c3ccccc23)ccc1C
    -1%	-3.1	i	4.0%	0%	-1%	-2%	i	0%
> CN(C)CC(=O)Nc1ccc2cn[nH]c2c1
    3%	-2.3	i	-0.5%	0%	3%	?	i	15%
> COc1cc(NC(=O)c2c(C)nn(-c3ccc(F)cc3)c2-n2cccc2)cc(OC)c1
    -1%	·	·	-0.7%	0%	·	22%	i	-3%
> Nc1ccc2c(c1)N1CCN=C1S2
    4%	0.7	i	0.2%	·	-1%	?	i	-6%
> C[C@@H]1C=C(C(=O)NCc2ccccc2)O[C@H](OCc2ccc(CO)cc2)C1
    16%	0.1	i	0.6%	12%	·	15%	i	-10%
> CC(=O)c1ccc(NC(=O)c2nn(C)c3c2COc2ccccc2-3)cc1
    0%	·	·	9.8%	-4%	·	?	·	3%
> COc1ccccc1OCCOCCOc1ccc(C)cc1[N+](=O)[O-]
    5%	-0.4	i	0.4%	18%	0%	1%	i	5%
> OCCNCCOc1ccccc1-c1ccccc1
    -6%	-0.1	i	-0.8%	7%	2%	4%	i	-5%
> Cn1nccc1NS(=O)(=O)c1ccc(C(C)(C)C)cc1
    -12%	0.0	i	2.5%	1%	4%	-5%	i	-25%
> NC(=O)C1CCN(S(=O)(=O)c2ccccc2[N+](=O)[O-])CC1
    -10%	-1.0	i	0.5%	0%	-2%	4%	i	2%
> CCOc1ccc(NC(=O)C2CCCN2C(=O)OCc2ccccc2)cc1 (stereo unspecified)
    20%	-1.8	i	2.0%	8%	1%	1%	i	1%
> O=C(COc1ccc(Br)cc1CO)Nc1ccccc1
    -3%	-1.0	i	-0.1%	9%	0%	10%	i	-18%
> Cc1nc2n(n1)CC(O)CS2 (stereo unspecified)
    19%	-3.0	i	0.3%	7%	1%	4%	i	-4%
> CCOC(=O)CSc1nnc(-c2ccc(OC)cc2)o1
    30%	·	·	-2.9%	-1%	·	-21%	i	9%
> Cc1ccc(S(=O)(=O)Nc2cccc(-c3ccc(N4CCCCC4)nn3)c2)s1
    ?	·	·	3.0%	-18%	·	·	?	0%
> COc1ccc(C)cc1NC(=O)C(NC(=O)c1cc(OC)c(OC)c(OC)c1)C(C)C (stereo unspecified)
    -2%	0.2	i	4.7%	0%	-1%	4%	i	-4%
> Cn1c2ccc(F)cc2c2ncn(CC3CCCO3)c(=O)c21 (stereo unspecified)
    28%	-2.5	i	0.3%	-2%	0%	10%	i	8%
> CCOC(=O)c1ccc(NC(=O)CC2C(=O)N(c3cccc(OC)c3)C(=O)N2CCOC)cc1 (stereo unspecified)
    6%	-3.6	i	2.5%	-5%	0%	14%	i	1%
> O=C(NCCCN1CCOCC1)c1ccc(N2CCOCC2)c([N+](=O)[O-])c1
    -11%	-0.3	i	-0.2%	-2%	-3%	6%	i	-4%
> Cc1nnsc1C(=O)Nc1cccc(Cl)c1C
    1%	-0.6	i	-0.2%	-12%	-4%	3%	?	3%
> CCOC(=O)C(Cc1c[nH]c2cc([N+](=O)[O-])ccc12)(NC(C)=O)C(=O)OCC
    5%	0.1	i	-0.9%	-8%	·	-12%	i	3%
> CC(=O)c1ccc(NC(=O)c2cc(C)nc3ccccc23)cc1
    25%	-0.8	i	4.4%	1%	-5%	?	i	3%
> CCCn1c(/C=C/c2ccco2)nc2ccccc21
    ?	0.7	i	?	-3%	-2%	?	i	-40%
> COc1ccccc1-c1nnc(SCC(=O)NC2CCCCC2)n1C
    7%	-5.3	i	-0.3%	2%	1%	0%	i	-24%
> Cc1ccc(C(C(=O)NC2CCCCC2)N(C(=O)c2csnn2)C2CC2)cc1 (stereo unspecified)
    3%	-2.7	i	-0.7%	-10%	0%	?	?	-5%
> COc1cccc(NC(=O)c2ccc(S(=O)(=O)N(C)C)cc2)c1
    10%	-0.3	i	2.0%	-1%	2%	-12%	i	-1%
> C#CCOCCOCCOCCNc1nc(N2CCN(C(=O)[C@H](Cc3ccc(O)cc3)n3cc([C@@H](N)C(C)CC)nn3)CC2)nc(N2CCN(C(=O)[C@H](CCCCN)n3cc([C@@H](N)CO)nn3)CC2)n1 (stereo partly specified)
    0%	-0.9	i	0.3%	1%	·	10%	i	3%
